Screening data from PubChem.
GRK2 aptamer HTS = human GRK2 inhibition via aptamer displacement | P25098 | bead flow cytometry, FAM-aptamer displacement from GRK2 | inhibition of aptamer binding, % at 10 µM | 330,000 tested, 0.59% active;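 active means inhibition of aptamer binding above 40%, roughly 3 SD of noise, on plates passing a quality check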;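 further: median bead fluorescence of bound FAM aptamer so fluorescent compounds give negative values; no value below 0 was filed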
AGP1-GFP MLPCN = modulators of TOR pathway AGP1-GFP in S. cerevisiae | AID 2066 | S. cerevisiae AGP1-GFP multiplex flow cytometry, 3 h; GFP as percent of DMSO wells | 320,000 tested, 0.02% active | GFP response vs DMSO, % at 10 µM;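 active means GFP response relative to DMSO above a set limit, near screen average plus 3 SD, cut at about 150% in these data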;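 further: median GFP channel fluorescence of the gated AGP1 strain per well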
Bcl-xL primary = Bcl-xL (human) inhibition. Q07817. 320,000 tested, 0.7% active. inhibition, % at 10.9 µM. GST-Bcl-xL / FITC-Bim BH3 peptide fluorescence polarization;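 active means inhibition above the mean of all tested compounds plus 3 SD, cutoff set per campaign, cut at about 30% in these data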;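 further: 0% = DMSO wells and 100% = unlabeled Bim-BH3 peptide competitor; inhibitors lower millipolarization by displacing the labeled peptide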
Target sequence (Q07817 whole entry, looked up): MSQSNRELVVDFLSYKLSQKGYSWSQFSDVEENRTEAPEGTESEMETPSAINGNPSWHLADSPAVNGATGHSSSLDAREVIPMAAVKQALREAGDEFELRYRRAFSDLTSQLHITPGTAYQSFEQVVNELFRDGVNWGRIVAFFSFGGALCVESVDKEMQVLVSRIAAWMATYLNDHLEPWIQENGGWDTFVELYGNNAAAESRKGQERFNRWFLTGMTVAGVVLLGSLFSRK
CR mimetic SO = caloric restriction mimetics inhibiting age-related superoxide in yeast; S. cerevisiae aged cells, superoxide DHE fluorescence; hits give low values; AID 2690; superoxide response (% of plate mean), % at 10 µM; 330,000 tested, 0.18% active;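 active means superoxide response under a set limit, about three screen SD below normal, cut at about 65% in these data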;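 further: yeast aged for seven days with compound at 30 °C before DHE staining; 100% = average MFI of all compound-treated wells on the plate with controls excluded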
CIT2 TOR yeast = modulators of TOR pathway CIT2-GFP in S. cerevisiae. 320,000 tested, 0.065% active. AID 2029. GFP response vs DMSO, % at 10 µM. S. cerevisiae CIT2-GFP strain, flow cytometry, 3 h; 100 means same as DMSO wells;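 active means GFP response relative to DMSO above a set limit, near the screen mean plus 3 SD, cut at about 150% in these data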;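 further: ratio of well median GFP fluorescence to mean of DMSO wells on the plate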
VLA-4 inh = inhibition in a human VLA-4 binding assay; 330,000 tested, 0.2% active; AID 2557; P13612; VLA-4 expressing cells, ligand binding flow cytometry; inhibition, % (about 7 µM as worked out from the volumes in the protocol); in the data active means inhibition above about 50%
MEX-5 binding = C. elegans MEX-5 TCR-2 RNA binding activity | MEX-5/FITC-TCR2 RNA binding, fluorescence polarization; hits give low values | activity score (negative = inhibition of binding), % at 10 µM | 300,000 tested, 0.38% active | AID 1832;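 active means inhibition past about -25% in most replicates, and total fluorescence under double the plate's negative control median, limit read from the data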;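 further: 0% = DMSO and -100% = 5 µM competing unlabeled TCR2 RNA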
Target sequence (Q9XUB2 whole entry, looked up): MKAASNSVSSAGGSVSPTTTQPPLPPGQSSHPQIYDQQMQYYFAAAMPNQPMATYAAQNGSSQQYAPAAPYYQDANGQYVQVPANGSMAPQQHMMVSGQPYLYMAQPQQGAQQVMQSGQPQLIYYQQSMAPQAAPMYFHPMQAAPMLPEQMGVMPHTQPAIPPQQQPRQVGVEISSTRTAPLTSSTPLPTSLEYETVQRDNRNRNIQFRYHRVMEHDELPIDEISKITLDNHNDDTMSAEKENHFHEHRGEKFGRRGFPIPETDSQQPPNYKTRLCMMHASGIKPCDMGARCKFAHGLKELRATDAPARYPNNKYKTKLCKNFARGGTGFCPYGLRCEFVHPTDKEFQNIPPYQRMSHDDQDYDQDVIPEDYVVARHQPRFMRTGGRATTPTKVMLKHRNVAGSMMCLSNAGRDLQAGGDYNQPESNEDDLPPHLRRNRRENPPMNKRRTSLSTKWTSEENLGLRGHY
MCL1-BIM inh = disrupts human MCL1 binding to BIM-BH3 peptide. GST-MCL1 / FITC-Bim-BH3 fluorescence polarization. Q07820. 320,000 tested, 0.68% active. inhibition, % at 10.9 µM;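 active means inhibition above the mean inhibition of all tested compounds plus 3 SD, set per campaign, cut at about 40% in these data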;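 further: 0% = DMSO wells and 100% = unlabeled Bim-BH3 peptide control; higher means more loss of mP so more displacement of Bim peptide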
GLD-1 RNA inh = GLD-1-TGE RNA interaction inhibition (C. elegans). purified GLD-1 + fluorescein TGE RNA, fluorescence polarization. AID 2280. inhibition, % at 5.96 µM. Q17339. 320,000 tested, 0.44% active;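 active means percent inhibition above a per-plate cutoff, the plate mean of test compounds plus 3 SD, cut at about 30% in these data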;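 further: 0% = DMSO wells with GLD-1 and probe and 100% = wells lacking GLD-1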
Starred values were filed as active, the others as inactive; . = not tested or not shown.

1: Cc1ccc(S(=O)(=O)N(c2nc(NC(C)C)nc(NC(C)C)n2)n2cnnc2)cc1
2: CC1(c2ccccc2)NC(=O)N(CC(=O)Nc2ccc(N3CCOCC3)cc2N2CCOCC2)C1=O (centres undefined)
3: COC(=O)Nc1ccccc1C(=O)N1CCC(O)(c2ccc(Cl)cc2)CC1
4: Cc1nc2ccc(NC(=O)N3CCCCC3)cc2nc1C
5: COc1cc(-c2nc3n(n2)C(c2ccncc2)C(C(N)=O)=C(C)N3)cc(OC)c1OC (centres undefined)
6: COc1cc2ccccc2cc1C(=O)Nc1nc(C)c(C(C)=O)s1
7: CC(C)Cc1nc2oc3c(=O)[nH]cnc3c2c2c1CCCC2
8: COc1cccc(NC(=O)Nc2cccnc2)c1

| assay / entry | 1 | 2 | 3 | 4 | 5 | 6 | 7 | 8 |
| --- | --- | --- | --- | --- | --- | --- | --- | --- |
| GRK2 aptamer HTS | 5 | 2 | 1 | 3 | 0 | 0 | 0 | 1 |
| AGP1-GFP MLPCN | 104 | 110 | 101 | 109 | . | 101 | 87 | 94 |
| Bcl-xL primary | 4 | -4 | -11 | 1 | -2 | -3 | 5 | 9 |
| CR mimetic SO | 88 | 103 | 99 | 105 | 106 | 110 | 106 | 116 |
| CIT2 TOR yeast | 104 | 112 | 116 | 107 | 100 | 100 | 89 | 95 |
| VLA-4 inh | 22 | -1 | 2 | 1 | -4 | -11 | 9 | 4 |
| MEX-5 binding | -0.1 | 1.8 | -0.4 | -2.3 | 0.3 | 1.9 | 2.2 | 0.5 |
| MCL1-BIM inh | 6 | -5 | -12 | -1 | -2 | -6 | 2 | 6 |
| GLD-1 RNA inh | 3 | 9 | -3 | -3 | 6 | 2 | 1 | -2 |

9: O=C(Nc1ccc(S(=O)(=O)Nc2ncccn2)cc1)c1ccccc1NS(=O)(=O)c1ccc(F)cc1
10: CCOc1ccc2ncc(S(=O)(=O)c3ccccc3)c(N3CCC4(CC3)OCCO4)c2c1
11: N#Cc1ccsc1NC(=O)CSc1nnc(-c2ccccc2)o1
12: COc1ccccc1N1CCN(C(=O)c2ccc(Cn3c(=S)[nH]c4cc5c(cc4c3=O)OCO5)cc2)CC1
13: Cc1nn(Cc2c(F)c(F)c(F)c(F)c2F)c(C)c1NC(=O)c1ccc(COc2ccc(F)cc2)o1
14: COC(=O)c1cc(CSc2nc3ccc(C)cc3[nH]2)oc1C
15: N=C1CCC(=N)c2c1c(O)c1ccccc1c2O
16: CCOC(=O)c1cc(NC(=O)c2ccccc2)c(=O)n2c1oc1ccccc12

| assay / entry | 9 | 10 | 11 | 12 | 13 | 14 | 15 | 16 |
| --- | --- | --- | --- | --- | --- | --- | --- | --- |
| GRK2 aptamer HTS | 7 | 4 | 0 | 0 | 0 | 1 | 9 | 2 |
| AGP1-GFP MLPCN | 102 | 96 | 103 | 117 | 104 | 91 | 99 | 101 |
| Bcl-xL primary | 3 | 2 | 5 | -1 | -3 | -7 | 125* | 4 |
| CR mimetic SO | 121 | 103 | 92 | 97 | 93 | 89 | 171 | 93 |
| CIT2 TOR yeast | 102 | 96 | 103 | 115 | 100 | 95 | 93 | 96 |
| VLA-4 inh | 20 | 5 | 14 | 6 | . | -4 | -22 | -22 |
| MEX-5 binding | 1.2 | -0.1 | 0.6 | 0.1 | 5.3 | -2.5 | -20 | -2.3 |
| MCL1-BIM inh | 6 | -13 | 14 | -2 | -4 | -8 | 150* | 8 |
| GLD-1 RNA inh | 3 | 7 | -2 | -1 | -4 | 1 | 107* | -4 |

17: CN(C(=O)COC(=O)c1cc(NS(=O)(=O)c2cc([N+](=O)[O-])ccc2Cl)ccc1O)C1CCCCC1
18: C=C1CCN([C@H](C(=O)NCc2ccc(Cl)c(Cl)c2)C(C)C)S(=O)(=O)c2ccccc21
19: CC(=O)N1C(=O)c2cccc3cccc(c23)C(=O)N1C(C)=O
20: O=C(Nc1ncccc1O)c1ccc(S(=O)(=O)N2CCCC2)cc1
21: O=C(Nc1ccccc1)N1CC=C(c2ccccc2)CC1
22: COc1ccc(O)c(CNc2ccccc2F)c1
23: Cc1cc(C(=O)COC(=O)CNC(=O)c2ccccc2)c(C)n1CC1CCCO1 (centres undefined)
24: CCN(CC(=O)NCc1cccs1)CC(=O)Nc1c(Cl)ccc(C)c1Cl

| assay / entry | 17 | 18 | 19 | 20 | 21 | 22 | 23 | 24 |
| --- | --- | --- | --- | --- | --- | --- | --- | --- |
| GRK2 aptamer HTS | 0 | 4 | 0 | 0 | 0 | 0 | 10 | 0 |
| AGP1-GFP MLPCN | 107 | 83 | 85 | 107 | 88 | 94 | 100 | 97 |
| Bcl-xL primary | 0 | 10 | -3 | 4 | 9 | 7 | 2 | -1 |
| CR mimetic SO | 113 | 100 | 94 | 85 | 110 | 94 | 104 | 86 |
| CIT2 TOR yeast | 109 | 95 | 103 | 97 | 86 | 83 | 96 | 99 |
| VLA-4 inh | 7 | 2 | -2 | 7 | 1 | 0 | 8 | 14 |
| MEX-5 binding | -1.0 | 2.6 | 0.4 | -2.3 | -2.4 | -0.3 | -3.3 | . |
| MCL1-BIM inh | 7 | 3 | -3 | -2 | 9 | 7 | -3 | 6 |
| GLD-1 RNA inh | 5 | 2 | -2 | 3 | 0 | -2 | -2 | 4 |

25: Oc1oc(-c2ccc(Br)cc2)nc1C=Nc1ccc(Br)cn1
26: COc1ccc(-c2cc(C(F)(F)F)nc(S(C)(=O)=O)n2)cc1
27: CC(=O)N1c2ccc(S(=O)(=O)NCC3CCC(C(=O)NCc4ccccc4)CC3)cc2CC1C (centres undefined)
28: CC1CCCN(S(=O)(=O)c2ccc(S(=O)(=O)NC(C)c3cccs3)cc2)C1 (centres undefined)
29: CCC1Nc2ncnc(N3CCCCC3)c2N(Cc2ccc(Br)cc2)C1=O (centres undefined)
30: CCOC(=O)c1c(C)c(C(=O)NCCN2CCOCC2)c(C)n1C
31: Cc1ccc(/C=N/n2c(-c3ccc(Cl)cc3)n[nH]c2=S)o1
32: COC(=O)C1=C(C)Nc2c(c(=O)n(C)c(=O)n2C)C1c1ccc(Cl)cc1 (centres undefined)

| assay / entry | 25 | 26 | 27 | 28 | 29 | 30 | 31 | 32 |
| --- | --- | --- | --- | --- | --- | --- | --- | --- |
| GRK2 aptamer HTS | 0 | 3 | 3 | 2 | 0 | 3 | 1 | . |
| AGP1-GFP MLPCN | 97 | 114 | 103 | 82 | 91 | 102 | 99 | 102 |
| Bcl-xL primary | 10 | 6 | 7 | 0 | -3 | 9 | -31 | 5 |
| CR mimetic SO | 102 | 93 | 102 | 100 | 95 | 125 | 82 | 117 |
| CIT2 TOR yeast | 101 | 84 | 108 | 77 | 90 | 92 | 93 | 99 |
| VLA-4 inh | -23 | 17 | -6 | -2 | 7 | 5 | -3 | 19 |
| MEX-5 binding | -0.9 | . | -1.6 | . | -0.8 | 0.9 | -2.6 | -0.6 |
| MCL1-BIM inh | 9 | 0 | 7 | 4 | 0 | 8 | -24 | -6 |
| GLD-1 RNA inh | 4 | 9 | 7 | 0 | 0 | 6 | 2 | 2 |

33: Cc1nc2nc[nH]n2c(=O)c1C/C=C/c1ccccc1
34: CC(C)(C)OC(=O)N[C@@H](C(=O)OC(C)(C)C)c1ccccc1
35: O=C(Nc1ccc(Oc2cccnc2)cc1)c1ccccc1F
36: Cc1ccc(N=Nc2c(N)[nH]n3c(=O)cc(-c4ccccc4)nc23)cc1
37: CC(C)CC(NC(=O)C(CC(C)C)NC(=O)C(Cc1ccc(OCc2ccccc2)cc1)NC(=O)OC(C)(C)C)C(N)=O (centres undefined)
38: COC(=O)c1ccc(COc2ncnc3c(Cl)cc(Cl)cc23)o1
39: Cc1cccc(NC(=O)CNC(=O)Cc2ccc(S(=O)(=O)N3CCOCC3)s2)c1C
40: COC(=O)CC(c1ccc(C(C)C)cc1)n1cccc1 (centres undefined)

| assay / entry | 33 | 34 | 35 | 36 | 37 | 38 | 39 | 40 |
| --- | --- | --- | --- | --- | --- | --- | --- | --- |
| GRK2 aptamer HTS | 0 | 3 | 0 | 0 | 2 | 2 | 0 | 0 |
| AGP1-GFP MLPCN | 92 | 96 | 94 | 100 | 109 | 104 | 104 | 91 |
| Bcl-xL primary | 5 | 0 | 4 | 13 | 6 | 5 | -1 | 2 |
| CR mimetic SO | 100 | 86 | 104 | 118 | 113 | 104 | 99 | 103 |
| CIT2 TOR yeast | 90 | 100 | 107 | 99 | 114 | 93 | 100 | 92 |
| VLA-4 inh | 1 | 1 | 2 | 1 | -1 | -4 | -12 | 0 |
| MEX-5 binding | 4.9 | . | 0.6 | -0.6 | -1.9 | -5.0 | . | 1.0 |
| MCL1-BIM inh | 14 | 9 | -1 | 18 | 4 | 7 | -7 | -3 |
| GLD-1 RNA inh | -1 | -4 | 7 | -10 | -5 | 2 | -3 | 4 |

41: O=C(NCCc1ccccn1)c1nc(Cn2cc(Br)cn2)no1
42: COCCNS(=O)(=O)c1ccc(F)c(OC)c1
43: O=C(CC1SC(=O)N(c2ccccc2)C1=O)Nc1ccc(Br)cc1 (centres undefined)
44: Cc1cc(C)n(C(CC(=O)N2CCc3ccccc3C2)C(=O)O)n1 (centres undefined)
45: COc1ccc(C(=O)NC(=S)Nc2ccc3oc(=O)ccc3c2)cc1OC
46: COc1ccccc1C(=O)N/C(=C\c1cn(C)c2ccccc12)C(=O)NCCCN1CCOCC1

| assay / entry | 41 | 42 | 43 | 44 | 45 | 46 |
| --- | --- | --- | --- | --- | --- | --- |
| GRK2 aptamer HTS | 0 | 0 | 0 | 3 | 2 | 0 |
| AGP1-GFP MLPCN | 88 | 98 | 100 | 109 | 92 | 95 |
| Bcl-xL primary | -1 | -10 | -3 | 6 | 2 | -2 |
| CR mimetic SO | 95 | 135 | 111 | 99 | 101 | 79 |
| CIT2 TOR yeast | 90 | 99 | 86 | 105 | 94 | 90 |
| VLA-4 inh | 3 | 7 | 0 | 3 | 1 | 0 |
| MEX-5 binding | 0.4 | . | -1.3 | 1.1 | 0.6 | -2.5 |
| MCL1-BIM inh | -2 | -11 | -12 | 4 | 1 | 4 |
| GLD-1 RNA inh | -3 | 4 | -14 | 2 | 3 | 1 |
